Source: PubChem (National Center for Advancing Translational Sciences (NCATS))
GLS inhibitor = blocks human kidney-isoform glutaminase activity | O94925 | GLS enzymatic activity, qHTS titration | Potency, µM (highest dose often 45.5 µM), inactives show top-dose activity change, negative = inhibition, actives largely listed as inhibitors | actives 0.21% (n = 410,000) | AID 624170; also: potency is read from the fitted curve at half-maximal effect; % is scaled to controls: 0 for no effect and ±100 for the full control effect
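Read-out is an Amplex red fluorescence increase coupled through glutamate oxidase and HRP, measured before and after 30 min room-temperature incubation. hKGA is in 45 mM KH2PO4 (pH 8.2) with 0.02% Tween-20; glutamine added as 1mM solution.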
G9a inh = inhibitors of human histone lysine methyltransferase G9a; AID 504332; actives 8.8% (n = 350,000); Potency, µM (doses to about 102 µM), inactives show at the top dose activity, negative = inhibition, usual class: inhibitors; G9a H3K9 monomethylation, AlphaScreen, 2 h; also: potency is read from the fitted curve at half-maximal effect; % is scaled to controls: 0 for no effect and ±100 for the full control effect; nearly all actives have a fitted effect of over 75% in size
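G9a (20 nM) was preincubated 15 min with compound, then reacted 2 h at room temperature with 500 nM biotin-H3K9 peptide and 20 µM SAM. Monomethyl-H3K9 detected by AlphaScreen using anti-H3K9me1 antibody.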
ERG Ets-DNA blk = ERG Ets/DNA interaction inhibition; P11308; fluorescence polarization, His-ERG Ets domain / labelled DNA; Potency, µM (titrated, usually from 76.9 µM), for inactives: at the highest dose FP activity, negative = inhibition, hits mostly inhibitors; actives 0.028% (n = 370,000); active = well fitted inhibition curve with a large enough effect in the polarisation, with a control signal flat; inconclusive = small, poorly fitted or top-dose-only effect, or effect the other way, or a change in a side signal; inactive = no such curve, though single readings can be large or run the other way; the % refers to the polarisation;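 also: polarization taken with two DNA probes labelled with fluorescein and Texas red; potency is read from the fitted curve at half-maximal effect; % of control where 0% means no effect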
Target sequence (P11308 whole entry, looked up, the tested form may be a part): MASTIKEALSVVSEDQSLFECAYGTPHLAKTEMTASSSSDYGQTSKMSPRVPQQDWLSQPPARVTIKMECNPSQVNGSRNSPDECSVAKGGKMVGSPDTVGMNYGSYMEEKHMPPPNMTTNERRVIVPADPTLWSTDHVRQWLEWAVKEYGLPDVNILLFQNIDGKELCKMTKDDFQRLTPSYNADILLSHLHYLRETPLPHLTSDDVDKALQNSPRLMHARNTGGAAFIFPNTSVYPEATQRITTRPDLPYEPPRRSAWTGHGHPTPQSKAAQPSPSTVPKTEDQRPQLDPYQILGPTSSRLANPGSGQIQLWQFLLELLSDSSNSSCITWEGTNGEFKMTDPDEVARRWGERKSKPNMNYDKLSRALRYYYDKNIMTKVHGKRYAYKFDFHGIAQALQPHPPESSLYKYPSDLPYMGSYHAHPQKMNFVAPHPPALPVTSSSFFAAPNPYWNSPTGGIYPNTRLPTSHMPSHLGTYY
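His-tagged ERG Ets domain (1 uM in the protein solution; 300mM KCl, 50mM Tris-HCl, 1mM EDTA, 1mM DTT, pH 7.5) received compound, then a probe mix of 5 nM fluorescein-DNA and 100nM Texas-615-DNA. Fluorescence polarization was read for both dyes.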
RGS4 inh = blocks human RGS4-accelerated GTP hydrolysis; P49798; Transcreener GDP fluorescence polarization, RGS4-accelerated GTP hydrolysis; Potency, µM (titrated, usually from 114 µM), for inactives: top-dose activity change, negative = inhibition, most hits filed as inhibitors; actives 0.039% (n = 390,000); also: potency is read from the fitted curve at half-maximal effect; % is scaled to controls: 0 for no effect and ±100 for the full control effect; nearly all actives have a fitted effect of over 75% in size; some results filed as inactive show a strong effect at the top dose
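MLSMR compounds (23 nl, pin-transferred) preincubated 10 min at room temperature with a 500nM (2x) first reagent, then RGS4 at 900nM (2x) plus Transcreener GDP mix added; fluorescence polarization (620/688 nm) read before and after 90 min at 30 °C.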
12-LOX inh = ALOX12 (human) lipoxygenase inhibition. P18054. actives 1.1% (n = 580,000). Potency, µM (series often up to 108 µM), for inactives: at the top dose activity change, negative = inhibition, most hits filed as inhibitors. purified 12hLO, xylenol orange hydroperoxide absorbance. AID 1671190; also: potency is read from the fitted curve at half-maximal effect; % is scaled to controls: 0 for no effect and ±100 for the full control effect
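Purified human 12hLO at 150 nM in 25 mM Hepes, 0.01% Triton X-100, pH 7.0, preincubated 15 min at room temperature with compound. Reaction started with 40 uM arachidonic acid, 30 min at room temperature. Hydroperoxide measured by Fe-xylenol orange, 573/405 nm absorbance ratio.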
PI4K2A inh = PI4K2A (human) kinase inhibition; actives 0.13% (n = 420,000); activity change, negative = inhibition, % at 76.9 µM; Q9BTU6; purified PI4K2A, ADP-Glo luminescence, 1 h; active compounds read low; AID 1346378; in the data active = activity change below about -50%; inconclusive = mostly about -30% to -49%;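 also: -100% = wells without enzyme as full effect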
Target sequence (Q9BTU6 whole entry, looked up): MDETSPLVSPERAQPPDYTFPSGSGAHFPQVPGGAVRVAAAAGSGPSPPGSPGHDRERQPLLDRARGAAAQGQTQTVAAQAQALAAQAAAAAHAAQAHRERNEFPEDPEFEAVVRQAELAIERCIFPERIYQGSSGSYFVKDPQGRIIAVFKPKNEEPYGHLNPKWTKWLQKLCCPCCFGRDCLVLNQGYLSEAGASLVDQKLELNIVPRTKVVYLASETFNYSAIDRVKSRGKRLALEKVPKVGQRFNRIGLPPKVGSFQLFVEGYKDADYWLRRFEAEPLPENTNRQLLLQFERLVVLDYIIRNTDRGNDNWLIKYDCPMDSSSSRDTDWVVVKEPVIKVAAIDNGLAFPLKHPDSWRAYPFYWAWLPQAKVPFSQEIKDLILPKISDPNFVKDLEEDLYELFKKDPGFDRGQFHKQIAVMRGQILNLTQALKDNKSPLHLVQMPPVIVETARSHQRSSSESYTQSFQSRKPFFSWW
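PI4K2A activity was measured by ADP-Glo luminescence: enzyme (4 ug/mL stock) and phosphatidylinositol (1.2 mM stock) in Tris pH 7.5/MgCl2/EGTA/Triton X-100 buffer were reacted with ATP (300 microM stock) for one hour at ambient temperature.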
HP1b binding inh = blocks HP1-beta chromodomain binding to methylated histone tails. P83916. AlphaScreen HP1-beta / biotin-H3K9me3 peptide binding. Potency, µM (titrated, usually from 114 µM), for inactives: at the highest dose activity change, negative = inhibition, usual class: inhibitors. actives 0.56% (n = 390,000). AID 540317; also: potency is read from the fitted curve at half-maximal effect; nearly all actives have a fitted effect of over 70% in size; inactives centre near 23
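AlphaScreen: HP1-beta (50 nM) preformed 30 min with biotin-H3(1-18)K9me3 peptide (50 nM) in PBS pH 7.4, 0.01% Tween-20. Compound added for 30 min at RT, then streptavidin donor/nickel chelate acceptor beads (10 ug/mL) for 30 min.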
BAZ2B block = blocks human BAZ2B; Q9UIF8; AlphaScreen BAZ2B-H3K14Ac peptide displacement; Potency, µM (doses to about 114 µM), without a hit: top-dose activity change, negative = inhibition, hits mostly inhibitors; actives 4.4% (n = 360,000); also: potency is read from the fitted curve at half-maximal effect; % is scaled to controls: 0 for no effect and ±100 for the full control effect; nearly all actives have a fitted effect of over 60% in size
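Compounds, titrated to a top concentration of 110 uM, were incubated 30 min at room temperature with preformed BAZ2B/acetyl-K14 H3 peptide complex (50 nM each). Proximity signal was measured by AlphaScreen after 20 min with beads.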
JMJD2A Tudor = JMJD2A Tudor domain (human) inhibition | O75164 | Potency, µM (series often up to 114 µM), inactives show at the top dose activity change, negative = inhibition, actives largely listed as inhibitors | AlphaScreen JMJD2A-Tudor / H3K4me3 peptide binding | actives 4.4% (n = 390,000) | AID 504339; also: potency is read from the fitted curve at half-maximal effect; % is scaled to controls: 0 for no effect and ±100 for the full control effect; nearly all actives have a fitted effect of over 50% in size
An asterisk follows results filed as active; ? = inconclusive; . = not tested or not shown; [ ] = another dose, or the depositor's remark. Unless noted, calls follow the shape of the dose curve; as a rule, active = well fitted curve in the direction sought with a large enough effect; inconclusive = small, poorly fitted or top-dose-only effect, or another doubt; inactive = no such curve, though single readings can be large; an effect the other way counts as inactive or inconclusive.

SMILES	GLS inhibitor	G9a inh	ERG Ets-DNA blk	RGS4 inh	12-LOX inh	PI4K2A inh	HP1b binding inh	BAZ2B block	JMJD2A Tudor
O=C(O)CCN1C(=O)C2C3C=CC(C3)C2C1=O (stereo unspecified)	2%	?	0%	33%	-3%	-8	8%	-28%	1%
Cc1cccc(C)c1-n1ncc(C(=O)N2CCN(c3ncccn3)CC2)c1C1CCN(C(=O)OC(C)(C)C)CC1	-9%	-33%[59 µM]	1%	-5%	-15%	-3	26%	7%[57.1 µM]	-3%
COC(=O)c1c(NC(=O)c2ccc(S(=O)(=O)N3CCOCC3)cc2)sc2c1CCN(C)C2	8%	?	-8%	-2%	?	9	27%	-25%	-4%
Cc1cc(=O)[nH]c(SCC(=O)Nc2ccc(Br)cn2)n1	3%	3%[59 µM]	5%	-1%	-6%	0	21%	-2%	-24%
CN(C)S(=O)(=O)c1ccc(C(=O)Nc2cccc(C(=O)N3CCOCC3)c2)cc1	-1%	-2%	15%	-5%	4%	6	26%	-17%	-1%
Cc1ccccc1-c1nc(CN2CCC(C(=O)N3CCN(c4ccccn4)CC3)CC2)c(C)o1	2%	?	-4%	0%	352%[activator]	1	23%	-23%	-35%
Cn1nnc2cc(C(=O)N3CCN(c4ccccc4)CC3)ccc21	27%	-2%[12.7 µM]	4%	-41%	0%	1	46%[activator]	-4%	-18%
CN(CC(=O)Nc1ccccc1Cl)C(=O)C1CSC2(C)CCC(=O)N12 (stereo unspecified)	-2%	3%[12.7 µM]	16%	0%	171%[activator]	-3	24%	-2%	-13%
CC(NC(=O)c1ccc(Br)o1)C1CCCO1 (stereo unspecified)	-4%	-72%	0%	23%	0%	2	26%	-7%	0%
O=C(CCS(=O)(=O)c1cc(Br)cc2c1N(C(=O)C1CC1)CC2)N1CCN(c2ccccn2)CC1	0%	40%	11%	-6%	8%	1	45%[activator]	13%	-4%
O=C(O)C1C2OC3C(OC(=O)C31)C2Br (stereo unspecified)	1%	.	-3%	0%	-3%	-1	8%[57 µM]	.	6%
NS(=O)(=O)c1cnccc1Oc1cccc(Cl)c1	-6%	.	12%[15.4 µM]	-7%	?	-2	14%	.	-10%
O=C(NC1CCCC1)C1CCN(C(=O)Nc2cccc(Cl)c2)CC1	-7%	25%	-1%	8%	1%	4	7%	-17%	-14%
O=C(Nc1ccccc1Cc1ccccc1)c1ccncc1	-1%	53%	-11%	13%	5%	-12	21%	-22%	-8%
O=C(CCC1COc2ccccc2O1)N1CCCC1 (stereo unspecified)	4%	-8%[59 µM]	-2%	13%	64%[activator]	-5	12%	9%	-10%
CC(C)(C)C(=O)N1CCCC1C(=O)O (stereo unspecified)	6%	-4%[59 µM]	11%	-17%	-11%	10	30%	-22%	-14%
CC(C)c1ccc(OCC(=O)N(Cc2ccc(N(C)C)cc2)C2CCS(=O)(=O)C2)cc1 (stereo unspecified)	27%	13µM*	0%	-4%	2%	-1	?	28µM*	45µM*
CCc1ccc2nc(N3CCN(C)CC3)c(C#N)cc2c1	1%	-32%	-5%	-39%	-5%	0	45%[activator]	2%	1%
COc1ccc(S(=O)(=O)N2CCN(Cc3ccccc3[N+](=O)[O-])CC2)cc1	0%	.	-7%	42%	?	0	?	.	3.2µM*
Cc1cc(NC(=O)c2noc3c2CCCCC3)no1	-9%	-1%[2.33 µM]	0%	-7%	9%	-3	7%	4%	-17%
C/C(=N/NC(=O)c1sc(NS(=O)(=O)c2ccc(C)cc2)nc1C)c1sc(N)nc1C	?	-48%	2%	-2%	?	0	-5%	?	-35%
Cc1cccc(Cn2c(SCc3ccc(C(=O)NCCc4ccccc4)cc3)nc3cccnc32)c1	10%	-48%[59 µM]	-3%	7%	-8%	0	33%	-4%	-17%
O=C(Nc1cccnc1)C1CC(c2ccc(Cl)c(Cl)c2)=NO1 (stereo unspecified)	6%	?	.	29%	-10%	-3	16%	6%	-17%
O=C1NC[C@H](c2ccccc2)N(CC2CCCCC2)C1=O	2%	-5%[59 µM]	7%	10%	0%	-4	27%	9%	-20%
CC(C)c1ccc(-c2csc(NC(=O)c3cccs3)c2C(=O)O)cc1	4%	-38%	0%	10%[56.9 µM]	-20%	-5	63%[activator]	0%	-28%
COc1ccc(CCNC(=O)c2ccccc2NC(=O)CN2CCN(c3ccccc3O)CC2)cc1	18%	-5%	-1%	-11%	5%	3	8%	10%	-30%
Cc1cccc(N2CCN(C(=O)C3CCN(S(=O)(=O)c4cccc5cccnc45)CC3)CC2C)c1 (stereo unspecified)	10%	?	-5%	13%	-4%	-4	8%	-27%	-27%
CCc1cc(C(=O)N2CCN(C(=O)c3ccccc3)CC2)sc1C	-3%	?	13%	-16%	-35%	1	21%	-4%	-7%
COc1ccc(C(=O)N2CCN(c3ccc(N4CCOCC4)nn3)CC2)cc1OC	12%	-35%	18%	-9%	21%	1	13%	12%	-17%
CCOC(=O)c1cnc(SCC(=O)Nc2ccccc2C(=O)OC)nc1N	-10%	-9%[59 µM]	-1%	4%	0%	-1	48%[activator]	3%	-15%
O=C(C1CC1)N1CCN(c2ccc(F)cc2)CC1	-7%	.	3%	-25%	-11%	4	54%[activator]	-6%	-15%
O=C(c1ccc(Cl)cc1)c1oc2ccccc2c1CS(=O)(=O)c1ccccc1	-2%	-27%	-4%	-11%	-4%	8	25%	-3%	2%
Cc1ccc(Sc2cc(C(=O)NCCN(C)C)c3ccccc3n2)cc1	0%	-1%	-6%	-22%	?	-1	40%[activator]	-4%	-9%
Cc1ccc(NC(=O)CCC(=O)N/N=C/c2cccnc2)cc1	5%	?	7%	11%	0%	-1	?	-1%	-14%
O=C(Nc1ccc(O)cc1)c1cc(S(=O)(=O)N2CCCC2)ccc1Cl	22%	15%	-7%	12%	0%	-4	22%	5%	-10%
COCCNCc1ccccc1	36%[activator]	20%[59 µM]	-7%	?	12%	-3	-9%	-2%	?
COc1c(F)cccc1C1=CC(=O)C[C@H](c2ccc3c(c2)OCO3)C1	6%	-4%[0.501 µM]	-11%	-4%	6%	-2	36%[activator]	11%	4%
NS(=O)(=O)c1ccc(CCNC(=O)c2ccc([N+](=O)[O-])s2)cc1	-5%	0%	-1%	-16%	-15%	-4	29%	1%	-9%
COc1cc(NC(=O)c2ncn[nH]2)cc(OC)c1OC	-9%	22%[59 µM]	-10%	-21%	-19%	4	28%	9%	?
CCOCCCNC(=O)C1CCCN(Cc2nc(-c3ccc(CC)cc3)oc2C)C1 (stereo unspecified)	-1%	-12%[59 µM]	-4%	8%	-21%	-3	24%	-16%	-16%
Cc1ccc(CNC(=O)c2ccc(-c3nc(CN4CCc5ccccc54)c(C)o3)cc2)cc1	-4%	-27%[59 µM]	3%	5%	-17%	-1	17%[57 µM]	-17%	-35%
CC(C)Cc1cc(C(=O)NCc2cccnc2)no1	-2%	-42%	-4%	8%	25%	-1	36%	6%	-22%
COc1ccc(CNC(=O)c2cc(-c3cc(C)cc(C)c3O)n[nH]2)cc1	-5%	12%	-9%	-7%	-1%	1	40%[activator]	-10%	-19%
COc1cccc(N2CCN(c3ncccn3)CC2)c1	6%	13%	.	-11%	-13%	2	16%	5%[57.1 µM]	-12%
O=Cc1ccc(Oc2cc(-c3ccccc3)nc(-c3ccccc3)n2)cc1	11%	84%[activator][59 µM]	7%	-7%	-9%	1	41%[activator]	7%	3%
CCCCC(=O)Nc1ccc(N2CCN(C(=O)CC)CC2)cc1	73%[activator]	?	2%	-3%	?	4	27%	7%	-17%
Cc1ccc(C2C3CN(C(C)C)CC=C3C(C#N)=C(N)C2(C#N)C#N)cc1 (stereo unspecified)	-22%	?	1%	-46%	0%	4	19%	?	-30%
COc1ccc(-n2c(=O)c(CCC(=O)NCCc3ccccc3F)nc3ccccc32)cc1	0%	-11%[12.7 µM]	19%	-37%	37%[activator]	-3	36%	-2%	-7%
CCCCN1C(=O)N(C)C2NC(=S)NC21 (stereo unspecified)	-7%	.	-13%	-16%	0%	12	44%[activator]	-1%	18%
COc1cccc(NS(=O)(=O)c2cc(C)ccc2OC)c1	58%[activator]	-24%[59 µM]	-4%	11%[11.4 µM]	0%	-7	-4%	-14%	?
Cc1ccc(CNC(=O)COC(=O)C2CCC2)cc1	3%	.	8%	-17%	0%	3	12%	.	-12%
CCOC(=O)c1[nH]c(C)c(C(=O)NC2CCCC2)c1C	1%	12%	2%	-9%	11%[57.4 µM]	-3	37%	-3%	-11%
Cc1ccc(C(=O)Nc2cccc(NC(=O)CN3CCCCC3)c2)cc1	3%	.	13%	-8%	11%	-10	24%	-29%	-4%
CCOc1cc2[nH]c(=O)n(CCCC(=O)N(C)Cc3ccccc3)c(=O)c2cc1OCC	-1%	-8%	-11%	-8%	-7%	-3	23%	-3%	-23%

These rows are one share of the data (hit frequency here may not be typical).
